Assay outcomes from PubChem.
GPR35 antagonists: GPR35 antagonists blocking zaprinast-driven arrestin recruitment, primary screen, imaging, U2OS, beta-arrestin-GFP, zaprinast agonist (AID 2058); U2OS GPR35 beta-arrestin-GFP translocation imaging, zaprinast antagonism; higher % means a stronger effect; inhibition, % at 10 µM, or IC50 in µM where a hit was titrated; hit rate 0.052% among 290,000;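 active means inhibition of at least 50% with at least 30 cells and total cytoplasm GFP at most 10,000,000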
GPR55 antagonists: inhibition of LPI-stimulated GPR55 beta-arrestin translocation – imaging, U2OS, beta-arrestin-GFP, LPI agonist, primary screen (AID 2013) | U2OS GPR55 beta-arrestin-GFP translocation imaging, LPI antagonism; higher % means a stronger effect | inhibition, % at 10 µM, or IC50 in µM where a hit was titrated | hit rate 0.13% among 290,000;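 active means spots per cell inhibited over 60%, with over 100 cells counted and total cytoplasm intensity under 500,000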;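 further: U2OS cells stably carrying GPR55 and arrestin-GFP stimulated by 5 µM LPI near EC80; imaged beta-arrestin-GFP aggregate spots per cell after agonist stimulation; plate controls were LPI-stimulated DMSO wells for no effect and DMSO wells without LPI for full effect; some results filed as inactive read as strong as hits; confirmed hits need IC50 under 10 µM and bright autofluorescent wells are also inconclusive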
GPR55 beta-arrestin: GPR55 agonists via beta-arrestin recruitment, primary screen, imaging, U2OS cells, beta-arrestin-GFP redistribution (AID 1961); hit rate 0.048% among 290,000; U2OS GPR55 beta-arrestin-GFP redistribution imaging; higher % means a stronger effect; activation, % at 10 µM, or EC50 in µM where a hit was titrated;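 active means activation above 40% with more than 50 cells counted in the well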;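 further: U2OS osteosarcoma cells stably expressing GPR55 and beta-arrestin-GFP; plate controls were DMSO negative control for no effect and LPI positive control for full effect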
NTR1 agonist: NTR1-driven beta-arrestin-GFP spot formation – imaging, U2OS cells, high content, primary screen (AID 493036) | activation, % at 20 µM | P30989 | hit rate 0.17% among 330,000 | agonist mode;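 active means activation at or above 40% of the spot to cytoplasm intensity ratio, with at least 20 cells analyzed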;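 further: 0% = DMSO without peptide and 100% = 100 nM NTR1 peptide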
Target sequence (P30989 whole entry, looked up): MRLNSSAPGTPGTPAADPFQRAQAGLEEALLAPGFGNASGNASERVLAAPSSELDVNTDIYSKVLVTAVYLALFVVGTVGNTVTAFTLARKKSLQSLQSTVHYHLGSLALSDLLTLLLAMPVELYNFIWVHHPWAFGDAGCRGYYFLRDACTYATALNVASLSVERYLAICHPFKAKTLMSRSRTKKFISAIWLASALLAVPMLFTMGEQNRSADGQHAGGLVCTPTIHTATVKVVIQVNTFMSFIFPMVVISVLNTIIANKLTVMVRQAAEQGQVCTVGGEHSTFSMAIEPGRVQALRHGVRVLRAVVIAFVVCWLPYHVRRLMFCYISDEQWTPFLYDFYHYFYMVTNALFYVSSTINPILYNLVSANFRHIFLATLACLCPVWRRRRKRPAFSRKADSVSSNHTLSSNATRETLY
HIV fusion peptide: cell-free HIV fusion peptide-binding blockers – biochemical, uHTS, fluorescence dequenching, primary screen (AID 1986). cell-free peptide binding, fluorescence dequenching, 30 min; higher % means a stronger effect. inhibition, % at 20 µM; hits with a dose series show IC50 in µM. hit rate 0.3% among 290,000; in the data active means inhibition mostly above about 52%, no sharp cut-off; inactive means mostly below about 76%; further: some results filed as inactive read as strong as hits
K1F lysis inhibition: inhibition of K1F phage lysis, E. coli UTI89, bacterial capsule biogenesis inhibitors, alamar blue (AID 488966); E. coli UTI89 K1F phage lysis, alamar blue, 2 h; higher % means a stronger effect; one-dose inhibition, % at 100 µM; IC50 in µM for titrated hits; hit rate 0.02% among 340,000;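 active means phage lysis inhibition, versus mean bacterial control, above a set limit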;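 further: capsule biogenesis inhibitors block K1F phage lysis so surviving cells raise fluorescence; higher fluorescence means more inhibition of phage lysis; actives were called in the ten point dose series up to 300 µM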
AID2073: inhibitors of Mint1-CaV2.2 protein interaction, biochemical, HTRF (AID 2073); HTRF protein-protein interaction, Mint1-CaV2.2; higher % means a stronger effect; one-dose inhibition, % at 20 µM; IC50 in µM for titrated hits; hit rate 0.19% among 290,000; in the data active means inhibition mostly above about 51%, no sharp cut-off; further: some results filed as inactive read as strong as hits
NS5 inhibitors: Dengue-2 NS5 methyltransferase inhibitors, primary screen, biochemical, confirmation dose response (AID 588689); Dengue-2 NS5 methyltransferase capping enzyme assay, biochemical; higher % means a stronger effect; one-dose inhibition, % at 25 µM; IC50 in µM for titrated hits; hit rate 0.3% among 340,000; in the data active means a potency from the dose series
Siah-1 displacement: blockers of Siah-1 interaction with plectin peptide – biochemical, fluorescence polarization, rhodamine-plectin, uHTS, primary screen (AID 1817); Siah-1 / rhodamine-plectin peptide fluorescence polarization; higher % means a stronger effect; displacement, % at 20 µM, or IC50 in µM where a hit was titrated; hit rate 0.02% among 290,000;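 active means displacement of at least 50% at 20 µM, with a fluorescence ratio check between 0.3 and a set limit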;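 further: plate controls were Siah plus tracer with DMSO for no effect and tracer alone without Siah for full effect; strong numbers were not always called active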
NTR1 agonist cell count 20 µM: further read-out of NTR1 agonist, marked with its call; cell count; measured here: cell count, cytotoxicity flag
NS5 inhibitors pilot replicate: second read-out of NS5 inhibitors, no call of its own (marks repeat the call); inhibition, %; measured here: pilot screen replicate inhibition
The depositor's hits bear a star; . = no result given; [ ] = another dose, or the depositor's remark.

SMILES	GPR35 antagonists	GPR55 antagonists	GPR55 beta-arrestin	NTR1 agonist	NTR1 agonist cell count 20 µM	HIV fusion peptide	K1F lysis inhibition	AID2073	NS5 inhibitors	Siah-1 displacement	others
CCc1ccccc1NC(=O)C(Cc1cccc(OC)c1OC)c1nn[nH]n1 (configuration not stated)	2.7%	15.0%	0.0%	0.8	63	2.6%	0.8%	0.9%	-8.9%	2.9%	NS5 inhibitors pilot replicate=-8.2
Cc1snc(SCC(=O)N/N=C(\N)COc2cccc(C(F)(F)F)c2)c1C#N	5.7%	12.7%	-0.1%	1.8	57	-3.5%	0.8%	5.6%	-4.8%	1.9%
Cc1ccc(S(=O)(=O)c2nc(-c3ccc(F)cc3)oc2SCC(N)=O)cc1	-5.9%	11.9%	-0.2%	0.7	83	1.5%	0.2%	0.9%	-6.4%	17.5%
COc1cccc(Sc2nc(-c3ccccc3)ncc2S(C)(=O)=O)c1	9.2%	-4.9%	0.0%	6.7	71	-2.1%	-0.1%	2.5%	-0.7%	4.9%
N#Cc1cc([N+](=O)[O-])c(-n2nnc3ccccc32)c([N+](=O)[O-])c1	-1.5%	-3.0%	0.1%	-0.5	67	-0.6%	-0.3%	-6.3%	3.3%	4.0%
CCc1ncc(/C=C2\C(=O)Nc3ccccc32)[nH]1	2.5%	0.1%	0.4%	1.7	55	0.3%	0.5%	13.7%	-9.2%	0.0%
O=C(CSc1oc(-c2ccccc2)nc1S(=O)(=O)c1ccccc1)NCC1CCCO1 (configuration not stated)	1.2%	4.0%	0.0%	0.9	75	0.2%	-0.1%	4.5%	-4.2%	-0.4%
CN(C)c1ccc(C(=S)NCc2ccco2)cc1	2.6%	4.2%	-0.1%	0.6	46	15.4%	0.3%	1.2%	-10.8%	-5.7%
CCc1nnc(NC(=O)C(NC(=O)c2ccccc2Cl)C(C)C)s1 (configuration not stated)	0.5%	7.7%	0.4%	-0.5	65	0.2%	0.2%	-0.8%	6.8%	4.8%
COCCNCCOc1ccccc1-c1ccccc1	15.7%	-1.5%	-0.1%	-1.7	35	-3.2%	8.1%	-7.4%	-4.0%	4.6%
CCN1CCN(CC(=O)Nc2sc3c(c2C#N)CCC(C)C3)CC1 (configuration not stated)	-7.9%	11.2%	0.3%	2.6	43	-1.7%	-0.3%	-3.8%	-3.3%	-3.1%
N#C/C(=C(/O)COC(=O)CCC1CCCCC1)c1nc2ccccc2[nH]1	5.5%	2.0%	-0.1%	0.9	109	5.8%	0.8%	9.4%	5.8%	-2.7%
O=C(NCc1ccco1)/C(=C/c1ccc(C(F)(F)F)cc1)c1nc2ccccc2[nH]1	-2.0%	-6.3%	0.3%	-1.0	81	24.7%	-0.1%	29.0%	-17.3%	-4.5%
Cc1ccc(S(=O)(=O)NC(C)(C)CSc2ccccn2)cc1	-0.9%	11.4%	0.3%	1.1	50	1.5%	8.5%	-5.2%	-3.6%	3.6%
CCn1c2ccccc2n2c(=O)c(=O)n(CC(=O)N3CCN(c4ccccc4OC)CC3)nc12	3.1%	4.0%	0.2%	3.3	99	2.8%	.	9.2%	.	-1.2%
CC(Sc1nc(-c2ccccc2)cc(C(F)(F)F)n1)C(=O)N1CCCCC1 (configuration not stated)	-8.8%	.	-0.1%	0.4	83	1.6%	1.1%	15.8%	7.2%	-3.8%
COc1cccc(-c2nnc(SCc3ccccn3)n2C)c1	-10.0%	-8.6%	0.0%	-3.0	14	-0.4%	-1.6%	-16.9%	2.4%	-3.3%
COc1cccc(-c2nc(-c3ccc(NC(=O)Cc4ccccc4OC)cc3)no2)c1	-11.5%	3.6%	-0.1%	.	.	2.9%	0.1%	6.2%	-7.0%	-0.7%
O=c1c2c(ncn2C2CCCC2)n(Cc2ccccc2)c(=O)n1CCOc1ccc(Br)cc1	9.8%	-12.1%	-0.2%	5.0	63	0.0%	3.1%	7.2%	-0.7%	-0.1%
CC1=NN(C(C#N)c2cccc([N+](=O)[O-])c2)C(C)(C)C1 (configuration not stated)	10.7%	6.3%	0.2%	-0.6	51	0.0%	1.2%[50 µM]	-11.1%	-0.6%	4.7%
COc1ccccc1C1C2C(=O)N(c3ccccc3)C(=O)C2ON1c1ccccc1 (configuration not stated)	2.9%	9.0%	0.3%	1.1	75	1.3%	-0.2%	4.0%	-3.2%	2.7%
Cc1cc(C)c2nc3s/c(=C/c4ccccc4)c(=O)n3c2c1	5.9%	7.0%	-0.1%	.	.	4.9%	.	36.1%	.	-1.3%
C/C(=N\NC(=O)Cc1c(Cl)cccc1Cl)c1cccnc1	-10.4%	6.6%	-0.1%	-0.4	63	0.0%	1.1%[50 µM]	-0.5%	-7.8%	-3.2%
O=C(Cc1cc(=O)[nH]c(=O)[nH]1)NCC1CCCO1 (configuration not stated)	7.3%	-5.2%	-0.1%	0.9	94	0.3%	0.6%	-4.4%	-0.7%	-1.0%
Cc1ccc(N2C(=O)C(CN3CCCCC3)C2c2ccccc2)cc1 (configuration not stated)	4.3%	5.1%	-0.1%	1.7	32	0.9%	8.2%	-2.9%	-2.4%	-1.7%
CSc1nnc2c(n1)OC(C1CC=C(C)CC1)Nc1ccccc1-2 (configuration not stated)	1.4%	-0.6%	-0.2%	.	.	1.0%	.	-1.8%	.	1.3%
COc1cc(C)ccc1OCc1cc(C(=O)N2CCC(c3ccc(F)cc3)C2)no1 (configuration not stated)	-14.4%	-3.5%	-0.2%	2.9	65	0.2%	1.1%	8.6%	-11.0%	-0.2%
S=c1[nH]nc(C2COc3ccccc3O2)o1 (configuration not stated)	-9.0%	.	-0.2%	0.3	35	17.6%	-0.2%	-0.3%	-9.1%	2.5%
COc1cccc(C2CC(C(F)(F)F)n3ncc(C(=O)NCC4CCCO4)c3N2)c1 (configuration not stated)	8.0%	-1.6%	-0.2%	0.2	54	1.1%	0.4%[50 µM]	12.8%	-4.2%	3.5%
COc1ccc(C2(C(=O)NCc3ccco3)CCCC2)cc1OC	7.8%	13.3%	0.1%	-0.9	85	-0.1%	0.1%	14.6%	-3.2%	1.3%
Fc1ccc(NC(=S)Nc2ccc3nccnc3c2)cc1	-12.6%	0.3%	0.5%	0.8	44	3.5%	-2.5%	49.0%	27.6%	-5.2%
Cc1cc(C)n(C(=O)CCCn2nc(C)c([N+](=O)[O-])c2C)n1	-4.4%	8.4%	-0.5%	0.9	53	-1.7%	0.5%	13.9%	0.8%	-9.7%
O=P(O)(CCc1ccccn1)CN1CCOCC1	-10.7%	-8.8%	-0.2%	-0.6	38	-3.4%	0.1%	-8.2%	-5.5%	-1.5%
Cc1ccc2c(c1)/C(=C/c1ccccc1)C(=O)N2	5.6%	2.8%	-0.2%	2.7	36	-0.6%	0.1%	-0.1%	-16.3%	9.7%
O=C1CSC(c2ccccc2Br)N1c1ccc(Cl)cn1 (configuration not stated)	2.5%	4.58µM*	1.9%	7.3	64	0.2%	0.1%	25.9%	0.0%	9.7%
CCN(CC)C(=O)CSc1nc(O)c(Cc2ccccc2)c(=O)n1-c1ccc(C)cc1	3.4%	11.2%	1.0%	1.7	45	-0.3%	0.6%	40.8%	-6.1%	6.0%
CCc1ccccc1OCCOc1ccc(C)cc1OC	2.0%	16.8%	-2.3%	3.6	49	2.5%	-0.2%	-9.3%	3.4%	-1.9%
O=C(CCCN1C(=O)S/C(=C/c2ccccc2)C1=S)Nc1ccc(C(=O)O)cc1	1.51µM*	-9.8%	-0.2%	0.6	66	8.0%	0.1%	6.9%	4.9%	-1.7%
COc1ccc(CC2(CO)CCN(Cc3cccnc3)CC2)cc1	-3.2%	9.2%	1.0%	1.9	82	-0.4%	2.2%	-10.0%	-8.8%	-2.5%
COc1ccccc1-c1ccc(Nc2cccc(C(C)=O)c2)nn1	1.1%	6.1%	-0.1%	0.8	83	-0.5%	-0.1%	-2.2%	-5.6%	-1.3%

Among those listed so far, these contain a Cl atom.
SMILES	GPR35 antagonists	GPR55 antagonists	GPR55 beta-arrestin	NTR1 agonist	NTR1 agonist cell count 20 µM	HIV fusion peptide	K1F lysis inhibition	AID2073	NS5 inhibitors	Siah-1 displacement	others
CCc1nnc(NC(=O)C(NC(=O)c2ccccc2Cl)C(C)C)s1 (configuration not stated)	0.5%	7.7%	0.4%	-0.5	65	0.2%	0.2%	-0.8%	6.8%	4.8%
C/C(=N\NC(=O)Cc1c(Cl)cccc1Cl)c1cccnc1	-10.4%	6.6%	-0.1%	-0.4	63	0.0%	1.1%[50 µM]	-0.5%	-7.8%	-3.2%
O=C1CSC(c2ccccc2Br)N1c1ccc(Cl)cn1 (configuration not stated)	2.5%	4.58µM*	1.9%	7.3	64	0.2%	0.1%	25.9%	0.0%	9.7%

New compounds follow
SMILES	GPR35 antagonists	GPR55 antagonists	GPR55 beta-arrestin	NTR1 agonist	NTR1 agonist cell count 20 µM	HIV fusion peptide	K1F lysis inhibition	AID2073	NS5 inhibitors	Siah-1 displacement	others
COc1ccc(-c2nc(C#N)c(NCc3cccnc3)o2)cc1OC	14.6%	-2.2%	-0.2%	1.9	46	-0.3%	0.0%	6.9%	-1.3%	3.0%
COc1ccc(NC(C)=[N+](C)CCNS(=O)(=O)c2ccc(Cl)cc2)cc1Cl	0.5%	-11.9%	-0.1%	0.3	58	-1.4%	-0.1%	-7.2%	-9.1%	-4.9%
O=C(c1ccccc1NS(=O)(=O)c1ccc(F)cc1)N1CCCCC1	-1.8%	2.7%	-0.2%	-0.6	60	1.2%	0.8%[50 µM]	6.4%	-2.6%	0.7%
O=C(NCc1ccccc1C(F)(F)F)C12CN(Cc3ccccc3)CC1C(c1ccc([N+](=O)[O-])cc1)=NO2 (configuration not stated)	-0.8%	-8.4%	-0.3%	0.0	47	-0.2%	1.2%	-2.7%	-11.2%	-0.8%

By substructure, the compounds so far containing bromine.
SMILES	GPR35 antagonists	GPR55 antagonists	GPR55 beta-arrestin	NTR1 agonist	NTR1 agonist cell count 20 µM	HIV fusion peptide	K1F lysis inhibition	AID2073	NS5 inhibitors	Siah-1 displacement	others
O=c1c2c(ncn2C2CCCC2)n(Cc2ccccc2)c(=O)n1CCOc1ccc(Br)cc1	9.8%	-12.1%	-0.2%	5.0	63	0.0%	3.1%	7.2%	-0.7%	-0.1%
O=C1CSC(c2ccccc2Br)N1c1ccc(Cl)cn1 (configuration not stated)	2.5%	4.58µM*	1.9%	7.3	64	0.2%	0.1%	25.9%	0.0%	9.7%
